# APJ agonist = agonists of human apelin receptor APJ, primary screen, CHO-K1 cells, PathHunter beta-arrestin, luminescence; P35414; 0% DMSO wells, 100% apelin; activation, % at 20 µM; 330,000 tested, 0.11% active; AID 2520, 2010;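 active = activation more than six SD over the plate average, tested at 20 µM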;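 note: 0% = DMSO alone and 100% = apelin-13 at 10 nM; some results filed as inactive read as strong as hits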
#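 system = engineered CHO-K1 APJ arrestin reporter cells | input = 1000 cells per well | timing = overnight seeding, 90 min compound at 25 °C, 1 h detection | measured by = enzyme-fragment complementation luminescence | read-out = beta-arrestin recruitment to APJ as agonist activity, luminescent signal | control set = negative DMSO alone, positive Apelin-13 at 10 nM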
# CXCR6 block = CXCR6 receptor inhibitors, primary screen, cell-based, beta-arrestin, luminescence, CHO-K1 PathHunter, 1536-well; C-X-C chemokine receptor type 6 (Homo sapiens), O00574; inhibition, % at 20 µM; AID 602244, 2012; 360,000 tested, 0.36% active; in the data active = inhibition above about 34%, passing the limit was not always enough;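 note: antagonist mode with CXCL16 agonist at 10 nM final; 0% = 10 nM CXCL16 with DMSO and 100% = unstimulated wells without agonist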
# Mdm2 MdmX PPI = inhibitors of human Mdm2-MdmX association, primary screen, cell-based, luminescence, split luciferase, SaOS-2, uHTS | SaOS-2 split-luciferase Mdm2/MdmX complementation | inhibition, % at 8 µM | 330,000 tested, 3% active | AID 485346, 2010;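 active = inhibition of at least 50% at 8 µM in the primary screen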
# Target sequence (O15151 whole entry, looked up): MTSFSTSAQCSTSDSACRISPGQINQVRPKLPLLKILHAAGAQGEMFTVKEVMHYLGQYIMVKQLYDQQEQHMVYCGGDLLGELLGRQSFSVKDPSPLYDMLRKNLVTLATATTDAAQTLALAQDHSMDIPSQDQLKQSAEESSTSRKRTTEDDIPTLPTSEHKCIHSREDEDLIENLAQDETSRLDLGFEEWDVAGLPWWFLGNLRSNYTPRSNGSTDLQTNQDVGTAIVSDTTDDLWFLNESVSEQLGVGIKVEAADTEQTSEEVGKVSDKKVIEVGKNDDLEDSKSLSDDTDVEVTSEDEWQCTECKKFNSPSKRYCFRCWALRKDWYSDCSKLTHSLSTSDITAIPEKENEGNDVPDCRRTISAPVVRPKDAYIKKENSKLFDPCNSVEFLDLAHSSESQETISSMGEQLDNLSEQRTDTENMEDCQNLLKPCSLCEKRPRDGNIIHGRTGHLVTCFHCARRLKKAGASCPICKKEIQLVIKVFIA
# Target sequence (Q00987 whole entry, looked up): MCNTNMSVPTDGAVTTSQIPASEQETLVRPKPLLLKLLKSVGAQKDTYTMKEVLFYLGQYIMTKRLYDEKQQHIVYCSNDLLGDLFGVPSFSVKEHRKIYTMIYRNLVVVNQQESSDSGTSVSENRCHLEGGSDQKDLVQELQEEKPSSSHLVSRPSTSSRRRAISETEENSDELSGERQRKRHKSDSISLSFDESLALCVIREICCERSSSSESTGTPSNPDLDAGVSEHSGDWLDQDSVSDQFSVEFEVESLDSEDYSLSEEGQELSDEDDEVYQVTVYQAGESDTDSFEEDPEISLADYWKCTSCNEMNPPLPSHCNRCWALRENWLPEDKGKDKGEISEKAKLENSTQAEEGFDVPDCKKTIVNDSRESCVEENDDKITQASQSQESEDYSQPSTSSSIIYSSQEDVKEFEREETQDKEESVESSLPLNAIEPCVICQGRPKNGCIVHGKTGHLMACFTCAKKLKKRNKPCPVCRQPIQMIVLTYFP
# EBI2 block = EBI2 receptor antagonists, beta-arrestin recruitment, primary screen, cell-based, luminescence, 7a,25-OHC stimulation, uHTS. G-protein coupled receptor 183 (Homo sapiens), P32249. 7a,25-OHC stimulated. inhibition, % at 5 µM. 360,000 tested, 0.81% active. AID 651636, 2012; in the data active = inhibition above about 38%;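 note: enzyme fragment complementation signal reports receptor beta-arrestin coupling in cells; 0% = agonist plus DMSO wells and 100% = wells without agonist; some results beyond the cut were filed as inactive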
# UPR CHOP act = activators of apoptotic CHOP UPR arm, primary screen, cell-based, CHO-CHOP luciferase reporter, luminescence, uHTS. 330,000 tested, 0.34% active. activation, % at 10 µM. UPR activation; percent of tunicamycin response over DMSO baseline. AID 449763, 2010;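 active = at 10 µM dose, activation of 40% or more, normalized to positive control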;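 note: 100% = tunicamycin at 10 µg/mL and 0% = DMSO alone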
#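 assay system = CHO CHOP reporter cells | amount = 500 CHO-CHOP cells per well | buffer or medium = F12 with 10% FBS | incubation = 16-18 h cell attachment, then 6 h compound exposure, 37 °C | detection = luminescence read with Steady-Glo | read-out = percent activation relative to tunicamycin control | controls = tunicamycin high control, DMSO low control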
# APJ antag = antagonists of human apelin receptor APJ, primary screen, CHO-K1 cells, beta-arrestin complementation, luminescence; P35414; inhibition, % at 20 µM; 330,000 tested, 0.32% active; AID 2521, 2010;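 active = inhibition above about 40% at 20 µM, limit read from the data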;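 note: cells challenged with 10 nM apelin-13 agonist together with compound; plate controls were apelin-13 plus DMSO wells for no effect and DMSO wells lacking apelin-13 for full effect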
# CCR6 antagonist = CCR6 receptor antagonists, primary screen, cell-based, CHO-K1, luminescence, beta-arrestin, uHTS; C-C chemokine receptor type 6 (Homo sapiens), P51684; CHO-K1 CCR6 PathHunter beta-arrestin, CCL20-stimulated; inhibition, % at 20 µM; 340,000 tested, 0.49% active; AID 493098, 2011;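 active = compounds whose inhibition of the agonist-driven luminescence signal at 20 µM reaches about 50%, limit read from the data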;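 note: cells stimulated with CCL20 at 14 nM final; plate controls were DMSO with CCL20 for no effect and DMSO without agonist for full effect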
# tim23-1 inh = growth inhibitors of tim23-1 mutant yeast, primary screen, luminescence, uHTS. S. cerevisiae tim23-1 growth, BacTiter-Glo luminescence, 24 h. inhibition, % at 20 µM. 330,000 tested, 1.3% active;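 active = growth inhibition of the mutant yeast at or above 50%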;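 note: temperature-sensitive mutant grown at 25 °C; plate controls were DMSO-treated mutant yeast for no effect and medium wells lacking yeast for full effect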
# UPR XBP1 act = activators of adaptive XBP1 UPR arm, primary screen, cell-based, CHO-XBP1 luciferase reporter, luminescence, uHTS; activation, % at 20 µM; IRE1-XBP1 UPR activation; percent of tunicamycin response, DMSO as zero; 330,000 tested, 0.33% active;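 active = versus positive control, 20 µM dose yields 30% or more activation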;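 note: 100% = tunicamycin at 10 µg/mL and 0% = DMSO only wells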
#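 Material: IRE1-XBP1 luciferase reporter CHO line / Quantity: one thousand reporter cells per well / Buffer or medium: F12 with 10% serum / Compound: 20 µM single concentration, DMSO 1% / Times: 6 h treatment, 37 °C / Detection: Steady-Glo luciferase glow luminescence, 10 min after reagent addition / Benchmarks: tunicamycin high, DMSO low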
# An asterisk follows results filed as active; / = no result given. A portion of the library, so the mix of outcomes need not match the whole.
SMILES,APJ agonist,CXCR6 block,Mdm2 MdmX PPI,EBI2 block,UPR CHOP act,APJ antag,CCR6 antagonist,tim23-1 inh,UPR XBP1 act
Cc1ccc(NC(=O)OCc2cccs2)cc1,2,/,-24,/,3.8,-3,/,11,3
Cc1ccc(/C=C(\NC(=O)c2ccccc2)C(=O)NC(Cc2ccccc2)C(=O)O)cc1 (stereo not given),-5,-1,-15,-5,0.7,2,3,1,0
O=C(CSc1nc2ccccc2s1)N1c2ccccc2Sc2ccccc21,-9,2,5,22,3.3,-3,14,-7,1
O=C(NN(c1ccccc1)c1ccccc1)c1ccc([N+](=O)[O-])o1,3,-15,18,-14,2.6,-25,1,23,-4
CCOC(=O)c1nn(-c2ccc(C)cc2)c(=O)cc1OCC(=O)Nc1cc(C)ccc1OC,-1,4,-5,3,-0.7,14,2,4,1
S=C(Nc1ccc(Oc2ccccc2)cc1)N1CCN(c2ccccn2)CC1,-1,-8,-1,0,-2.6,0,-6,-1,-1
COc1ccc(/C=C/C(=O)OCn2c(SC)nnc(C)c2=O)cc1OC,-1,15,6,1,1.0,-25,4,13,1
COc1cc(N)c(Cl)cc1C(=O)OCC(=O)N1CCc2ccccc21,0,-32,-3,-4,5.6,3,11,-1,-2
Cc1ccc(CNc2oc(-c3cccs3)nc2C#N)cc1,-4,-5,18,7,0.0,4,19,52*,0
O=C(CN1CCSCC1)c1c[nH]c2ccccc12,-1,-10,12,-2,-0.7,4,-1,6,1
COC(C[C@H]1O[C@H]1C(=O)[C@H](C)OCc1ccccc1)OC,0,8,9,-4,1.5,4,-9,3,0
CCCCN(CCCC)CC(O)COc1ccccc1Br (stereo not given),-3,-7,22,0,-0.7,7,22,10,-4
Cc1onc(-c2ccccc2Cl)c1C(=O)NCCCc1ccccc1,1,3,-16,2,-0.6,9,-1,12,-5
O=C(OCC(=O)c1c[nH]c2ccccc12)c1cc(S(=O)(=O)N2CCOCC2)ccc1F,5,-17,16,-5,1.0,-47,-23,19,0
COC(=O)c1[nH]c2ccccc2c1NC(=O)CN1CCC(C(N)=O)(N2CCCCC2)CC1,1,-7,1,-4,0.1,2,6,-4,-5
O=S(=O)(Nc1nc(SCc2ccc(Cl)cc2)n[nH]1)c1ccc(F)cc1,-3,5,16,-5,0.2,-28,13,16,1
O=C(Nc1nccs1)c1cc2sccc2n1Cc1ccc(Cl)cc1,0,-9,48,-5,0.1,16,-2,18,7
O=C(Oc1ccc2ccccc2c1Br)N1CCCCCC1,-1,-7,59*,15,1.1,11,1,38,-1
CC12CN3CCN(CC(C3)/C1=N\NC(=O)Nc1cccc(Cl)c1)C2,-2,-5,-31,0,-0.5,3,-3,-1,0
COC(=O)c1cccc(NC(=O)c2nn(C(C)C)c(=O)c3ccccc23)c1,0,-1,18,-14,3.9,7,-12,13,7
CCOC(=O)N1CCN(c2c(NCc3ccccc3OC)c(=O)c2=O)CC1,-4,22,1,8,1.2,-7,1,9,-3
O=C(OCc1nnc(-c2ccc(Cl)cc2)o1)C12CC3CC(CC(O)(C3)C1)C2,-3,4,-31,0,16,2,1,8,-1
O=C(c1ccc(Cn2c(=O)[nH]c3ccccc3c2=O)cc1)N1CCN(c2ccc(F)cc2)CC1,-2,-6,35,17,0.3,3,-7,8,-1
FC(F)(F)c1cccc(NC(=S)N2CCCCCC2)c1,0,-2,-29,-8,0.4,2,-7,41,-6
COc1ccc(NS(=O)(=O)c2cc3c4c(c2)CCN4C(=O)CC3)c(OC)c1,0,-12,-1,-5,0.9,7,11,4,-2

# Going on with the list:
SMILES,APJ agonist,CXCR6 block,Mdm2 MdmX PPI,EBI2 block,UPR CHOP act,APJ antag,CCR6 antagonist,tim23-1 inh,UPR XBP1 act
O=C1CCCC2=C1C(c1ccc(OS(=O)(=O)c3ccc(Cl)cc3)cc1)C1=C(CCCC1=O)O2,2,8,14,18,-1.2,6,8,7,-1
CC(=O)C1=C(C)NC(SCC(=O)Nc2nccs2)=C(C#N)C1c1ccccc1Cl (stereo not given),-3,-3,3,6,-0.1,-1,8,18,-1
CCn1c(/C=C/c2ccccc2Cl)nc2ccccc2c1=O,-1,-3,-71,6,5.3,9,2,27,4
NC(=O)C1CCN(C(=O)COc2ccc3ccccc3c2)CC1,-3,4,19,14,-0.9,21,1,-2,2
CC(=O)c1cccc(NC(=S)NCCCCc2ccccc2)c1,-2,3,1,-3,1.1,-6,2,33,-2
COCCCNC(=O)c1cc2cc3cc(OC)ccc3nc2o1,-2,-5,-17,-4,-0.4,19,-3,9,1
CCn1c(CC(=O)Nc2ccccc2)nnc1SCC(=O)Nc1nnc(C)s1,-3,0,11,16,1.0,2,1,14,6
O=C(CC1(O)C(=O)Nc2ccccc21)c1cccc(Br)c1 (stereo not given),-2,-9,28,3,0.5,10,3,-4,-2
Cc1ccc(OCC(O)CN2CCC(Cc3ccccc3)CC2)c(C)c1 (stereo not given),0,-8,2,19,2.2,-14,-8,-89,0
CC(C)Sc1nnc(NC(=O)CCc2ccccc2)s1,-2,4,16,-18,1.9,-10,-19,16,0
COc1cccc(-c2cc(C(=O)N3CCN(c4ncccn4)CC3)c3ccccc3n2)c1,-5,-4,34,-14,-1.5,5,17,20,1
CCOc1ccccc1NC(=O)C1CCCN(S(=O)(=O)c2cccc3cccnc23)C1 (stereo not given),0,-5,7,-3,-0.8,0,3,7,3
COc1ccc(NC(=O)CCC(=O)OCc2ccc([N+](=O)[O-])cc2)cc1,0,-9,4,-7,3.0,13,9,6,0
CC1(C)CC(=O)N(c2cccc(Cl)c2)C(=O)C1,1,5,9,0,1.0,12,16,3,9
COC(=O)c1nnn(-c2nc(N(C)C)nc(N(C)C)n2)c1C,-2,-6,4,0,-3.2,-10,-3,29,-1
Cc1ccn(CC(=O)N/N=C/c2cc([N+](=O)[O-])ccc2O)n1,6,17,-27,1,0.4,9,38,17,-1
CCN(CC)C(=O)CN1C(=O)/C(=C/c2ccccc2)SC1=S,0,5,63*,-16,0.0,-6,3,16,3
O=C(NCc1ccco1)C1CCCN1C(=O)Nc1ccccc1[N+](=O)[O-] (stereo not given),-2,1,26,-7,-0.3,4,12,8,0
O=C(COC(=O)c1ccccc1-c1ccccc1[N+](=O)[O-])c1ccccc1,-2,-10,17,5,2.2,18,-9,10,1
CCN(CCn1cccn1)C(=O)CCc1nnc(CCCc2ccccc2)o1,-4,7,-65,-6,4.3,4,1,3,4
CC(=O)C[C@@H](O)CC(=O)[C@H]1OC(=O)[C@H](C)CCCCc2ccccc21,-3,-7,11,-6,-0.4,13,3,9,-1
CC1(C(=O)OCC(=O)Nc2ccccc2)CC1(Cl)Cl (stereo not given),0,0,9,3,4.8,14,2,26,4
CC1CCCN(C(=O)Cc2ccc(F)cc2)C1 (stereo not given),-3,0,23,-11,-0.2,2,-10,-1,2
CC1OC2(C)OC(=N)C1(C#N)C(C#N)(C#N)C2c1ccccc1 (stereo not given),2,4,16,-16,-1.3,-4,14,12,-2
CC1CN(S(=O)(=O)c2cccc(C(F)(F)F)c2)CC(C)O1 (stereo not given),-5,-4,8,-2,-1.9,7,9,4,-3

# 3 consecutive entries already listed, for reference:
SMILES,APJ agonist,CXCR6 block,Mdm2 MdmX PPI,EBI2 block,UPR CHOP act,APJ antag,CCR6 antagonist,tim23-1 inh,UPR XBP1 act
Cc1ccc(OCC(O)CN2CCC(Cc3ccccc3)CC2)c(C)c1 (stereo not given),0,-8,2,19,2.2,-14,-8,-89,0
CC(C)Sc1nnc(NC(=O)CCc2ccccc2)s1,-2,4,16,-18,1.9,-10,-19,16,0
COc1cccc(-c2cc(C(=O)N3CCN(c4ncccn4)CC3)c3ccccc3n2)c1,-5,-4,34,-14,-1.5,5,17,20,1

# (more compounds)
SMILES,APJ agonist,CXCR6 block,Mdm2 MdmX PPI,EBI2 block,UPR CHOP act,APJ antag,CCR6 antagonist,tim23-1 inh,UPR XBP1 act
N#Cc1ccccc1Cn1c(-c2cscn2)nc2ccccc21,-3,10,21,3,0.1,14,-12,8,-1
CCc1ccccc1OCCCCN1CCCC1,0,11,39,-6,-1.1,1,11,19,1
O=C1OC[C@@H]2CCCN2C(=O)[C@H](CC(=O)N(CCO)Cc2ccccc2)C/C=C\CC[C@@H]1Cc1ccc(F)cc1,1,8,28,6,1.5,-6,7,24,1
COC(=O)c1sc2ncccc2c1OCc1c(Cl)cccc1Cl,-3,5,23,9,-2.4,15,3,9,0
COCCn1nnnc1C(c1cccc(C(F)(F)F)c1)N1CCOCC1 (stereo not given),-2,1,4,-2,0.7,-3,8,1,0
Cc1cccc(N2CC(C(=O)Nc3ccc(S(=O)(=O)N4CCOCC4)cc3)CC2=O)c1 (stereo not given),-2,-7,14,6,0.8,12,16,1,-2
CCCn1c(SCC(N)=O)nnc1C(C)C,-2,0,23,3,-0.6,5,13,1,-2
COc1ccc(/C(C)=N\NC(=O)CSc2nnc(C)s2)cc1,-5,5,15,-10,1.0,18,20,10,-1
Cc1cc(Cl)c(S(=O)(=O)NC2CCCC2)cc1OCC(=O)NC1CCCCC1,1,6,14,45*,-0.7,0,-14,9,-2
CCCCn1c2c(c3ccccc31)CCc1nonc1-2,-2,4,18,4,-0.3,-4,13,3,-1
COC(=O)c1ccc(C2C(C(=O)c3ccco3)=C(O)C(=O)N2CC2CCCO2)cc1 (stereo not given),-4,0,1,4,-0.8,-2,2,8,6
COc1cccc(NC(=O)CN(C)C(=O)/C=C/c2cn(Cc3ccccc3)nc2-c2cccnc2)c1,-4,9,18,13,1.0,-11,10,-78,-3
CN(C)CCN(C(=O)c1ccco1)c1nc2cc3c(cc2s1)OCCO3,2,-8,20,-12,2.3,7,6,2,-4
COc1ccc(NCC(=O)NN=C2CCS(=O)(=O)c3ccc(F)cc32)cc1,1,-3,2,-12,1.5,-12,-9,8,-1
COc1ccc(CCn2c(=N)c(C(=O)NC3CCCC3)cc3c(=O)n4ccccc4nc32)cc1,-7,15,52*,15,1.4,4,39,9,0
COc1ccccc1NC(=O)COC(=O)/C=C/c1ccc(OC)c(OC)c1,-4,2,26,6,-0.9,4,7,17,2
C=CCN(c1ccccc1)S(=O)(=O)c1ccc2[nH]cc(C(=O)NCCOC)c(=O)c2c1,1,-14,2,-4,1.4,0,-10,-4,-4
O=C(c1ccc(F)cc1)N1CCC(c2ccccc2)C1 (stereo not given),-3,-4,-31,-3,9.3,-7,19,-1,1

# Bioassay records from PubChem BioAssay.
